# Source: PubChem (several laboratories)
# PMI act hi M6P = human PMI activators, high substrate, primary screen, biochemical, fluorescence intensity, near-saturating mannose 6-phosphate; 190,000 tested, 0.34% active; AID 1216, 2008; activation factor at 20 µM; coupled PMI enzyme assay, resazurin fluorescence, 20 min; hits give high values; 1 = untreated enzyme, 0 = substrate-free blank;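 active means activation factor of 2 or more at 20 µM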
# Target sequence (P34949 whole entry, looked up): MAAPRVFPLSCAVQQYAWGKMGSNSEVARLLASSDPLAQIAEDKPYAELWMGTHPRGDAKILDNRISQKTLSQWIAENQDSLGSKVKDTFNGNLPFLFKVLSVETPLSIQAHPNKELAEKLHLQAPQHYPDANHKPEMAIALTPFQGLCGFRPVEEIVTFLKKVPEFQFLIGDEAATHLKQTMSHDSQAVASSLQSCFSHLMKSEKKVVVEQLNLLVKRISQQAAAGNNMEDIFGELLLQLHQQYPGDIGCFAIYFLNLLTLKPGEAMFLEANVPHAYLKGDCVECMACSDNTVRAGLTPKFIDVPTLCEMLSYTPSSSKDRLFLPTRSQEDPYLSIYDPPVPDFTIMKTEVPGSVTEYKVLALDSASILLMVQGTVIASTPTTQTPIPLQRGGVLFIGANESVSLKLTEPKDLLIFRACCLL
#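 Material: human phosphomannose isomerase with PGI, G6PDH, diaphorase coupling enzymes; amount: PMI at 15 ng/mL final; also added: Mannose-6-phosphate 1.0 mM (near-saturating) plus 0.22 mM NADP+; incubation: enzyme reaction with compound 20 min at room temperature; signal: resorufin fluorescence (Ex 544/Em 590 nm) from resazurin via diaphorase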
# Diaph act CS = compounds boosting diaphorase resazurin reduction – biochemical, uHTS, resorufin fluorescence, counter-screen for diaphorase-coupled primary assays, primary screen. Diaphorase/resazurin coupled assay, 16 min; hits give high values; 1 = vehicle wells, 0 = NADH-free wells. activation factor at 20 µM. 190,000 tested, 0.005% active. AID 1229, 2008;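 active means diaphorase activity raised at least twofold by the compound at 20 µM; inactive means activation factor below 2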
#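 test system = bacterial diaphorase enzyme (C. kluyveri) | quantity = enzyme 0.07 U/mL final | reagent = NADH substrate 0.114 mM plus resazurin dye 0.1 mM, final | incubation = 16 min enzyme reaction, ambient temperature | buffer or medium = HEPES pH 7.4 buffer with MgCl2 and Tween 20 | signal = fluorescence of resorufin, 544 nm excitation, 590 nm emission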
# bIAP act = bovine intestinal alkaline phosphatase activators, primary screen, biochemical, bovine IAP, CDP-star luminescence; alkaline phosphatase, intestinal [Bos taurus]; purified bovine IAP, 30 min; hits give high values; fold of DMSO-control signal, blank-subtracted; activation factor at 20 µM; 200,000 tested, 0.17% active; AID 1016, 2008;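 active means activation factor of 2 or more at 20 µM, a signal rise over negative controls twice the positive control's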
# TNAP inh hi DEA = human TNAP enzyme inhibitors, primary screen, biochemical, luminescent, high phosphate acceptor level, uHTS. purified TNAP, CDP-star luminescence, 1 M DEA. inhibition, % at 20 µM. 200,000 tested, 0.03% active;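 active means over 50% inhibition of tissue-nonspecific alkaline phosphatase at 20 µM in the single-dose screen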;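 further: plate controls were DMSO wells for no effect and EDTA-quenched wells as full inhibition for full effect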
# Target sequence (P05186 whole entry, looked up): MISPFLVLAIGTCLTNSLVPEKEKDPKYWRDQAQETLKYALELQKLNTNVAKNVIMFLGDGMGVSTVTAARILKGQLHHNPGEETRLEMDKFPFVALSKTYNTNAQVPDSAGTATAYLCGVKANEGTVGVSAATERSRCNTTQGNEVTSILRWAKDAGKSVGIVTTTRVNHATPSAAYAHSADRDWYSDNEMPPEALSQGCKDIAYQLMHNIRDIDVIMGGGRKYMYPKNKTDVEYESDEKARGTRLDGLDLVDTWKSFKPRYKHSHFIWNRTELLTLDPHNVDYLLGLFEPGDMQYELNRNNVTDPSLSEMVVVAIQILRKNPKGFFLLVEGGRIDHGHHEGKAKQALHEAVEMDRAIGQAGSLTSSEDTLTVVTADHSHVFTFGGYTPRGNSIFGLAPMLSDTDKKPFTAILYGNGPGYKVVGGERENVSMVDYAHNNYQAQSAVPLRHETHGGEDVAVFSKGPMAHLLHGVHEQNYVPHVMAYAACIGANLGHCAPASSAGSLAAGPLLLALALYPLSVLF
# PMI act = activators of human PMI, primary screen, biochemical, fluorescence intensity, near-Km mannose 6-phosphate | purified human PMI, coupled resazurin fluorescence, 20 min; hits give high values; 1 = vehicle control, 0 substrate-free wells | activation factor at 20 µM | 190,000 tested, 0.005% active | AID 1214, 2008;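 active means activation factor of 2 or more at 20 µM, relative to plate controls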
# TNAP act hi DEA = TNAP activators at high phosphate acceptor level, primary screen, biochemical, luminescence, uHTS. Alkaline phosphatase, tissue-nonspecific isozyme (Homo sapiens), P05186. purified TNAP, CDP-star luminescence, 1 M DEA, 30 min; hits give high values; 0 = EDTA background, 1 = DMSO-only activity. activation factor at 20 µM. 200,000 tested, under 10 active;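 active means activation factor at least 2 at 20 µM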
#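 system = human TNAP | amount = enzyme diluted 1/800 final | reagent = 100 µM CDP-star substrate | signal = luminescent substrate turnover signal | dosing = one dose, 20 µM | benchmarks = EDTA negative control, DMSO positive control | measure = activation factor | timing = 30 min reaction, room temperature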
# TNAP inh noacc = human TNAP enzyme inhibitors, primary screen, biochemical, luminescent, no phosphate acceptor, uHTS | purified TNAP, CDP-star luminescence, 30 min | Alkaline phosphatase, tissue-nonspecific isozyme (Homo sapiens), P05186 | inhibition, % at 20 µM | AID 1012, 2008 | 200,000 tested, 0.26% active;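 active means tissue-nonspecific alkaline phosphatase inhibition above about 50% at 20 µM in the single-dose screen, limit read from the data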;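 further: 0% = DMSO negative control and 100% = EDTA positive control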
# bIAP inhibitor = bovine intestinal alkaline phosphatase inhibitors, primary screen, selectivity assay for TNAP inhibitor project, biochemical, bovine IAP, CDP-star luminescence; 190,000 tested, under 10 active; alkaline phosphatase, intestinal [Bos taurus]; AID 1019, 2008; purified bovine IAP, 30 min; inhibition, % at 20 µM;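 active means over 50% inhibition of intestinal alkaline phosphatase at 20 µM in the single-dose screen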
#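 System: purified bovine intestinal alkaline phosphatase (IAP) enzyme; Input: IAP diluted 1/65,000,000 in the well; Measured by: CDP-star luminescence signal; Compound dosing: 20 µM single dose; Incubation: 30 min reaction at room temperature.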
# Lmaj promast = Leishmania major promastigote growth inhibition, primary screen; Leishmania major promastigotes, resazurin fluorescence viability; inhibition, % at 10 µM; 200,000 tested, 9% active; in the data active means inhibition above about 50%;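 further: promastigotes grown with compound for 44 hours at 28 °C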
# Diaph inh CS = diaphorase inhibitors and chemical oxidizers, primary screen, counter-screen for diaphorase-coupled primary assays, biochemical, uHTS, resorufin fluorescence | diaphorase resazurin-to-resorufin fluorescence, NADH, 16 min; bacterial (C. kluyveri) enzyme, not human | inhibition, % at 20 µM | 190,000 tested, 0.69% active;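 active means primary screen inhibition at 20 µM above a set limit, cut at about 50% in these data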;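 further: plate controls were DMSO with full reaction for no effect and wells lacking NADH for full effect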
#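 System: Bacterial diaphorase enzyme (C. kluyveri) | Incubation: 16-min room-temperature incubation before reading | Benchmarks: No-NADH positive control and DMSO neutral control | Measured by: Resorufin fluorescence 544/590 nm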
# Numbers without * were called inactive; / = not tested or not shown.
SMILES,PMI act hi M6P,Diaph act CS,bIAP act,TNAP inh hi DEA,PMI act,TNAP act hi DEA,TNAP inh noacc,bIAP inhibitor,Lmaj promast,Diaph inh CS
COc1ccc(-c2nc(N)n(C(=O)c3ccccc3)n2)cc1,0.8,0.8,1.1,-3,0.8,1,21,-6,-3,20
CNS(=O)(=O)c1cccc(C(=O)OCc2csc(-c3ccccc3)n2)c1,0.9,0.9,0.9,0,0.9,1,-10,12,13,14
CCOC(=O)N1CCN(CC(=O)N2c3ccccc3CCc3ccccc32)CC1,1,0.7,1.1,-7,1,1.1,-3,-9,2,34
O=C1CC(N2CCC(c3nc4ccccc4o3)CC2)C(=O)N1c1ccc(Cl)c(C(F)(F)F)c1 (configuration not stated),1,0.9,1,-6,0.8,1.1,1,-2,-9,6
O=S(=O)(c1ccc(Cl)c(NC(=S)N/N=C/c2c(F)cccc2F)c1)N1CCOCC1,0.9,0.8,0.8,-3,0.9,1,-14,16,-2,16
Cc1ccc(C)c(N2CCN(C(=O)CCNC(=O)Cn3ccc4ccccc4c3=O)CC2)c1,1,1,1.1,-1,1,1,-5,-8,-5,3
Cc1ccc(CCNC(=O)C2CCCN(S(=O)(=O)c3c(C)nn(C)c3C)C2)cc1 (configuration not stated),1,1,1,-6,1,1.1,-17,1,-1,5
COc1ccc(C(=O)N2CCN(c3nc4ccccc4o3)CC2)cc1OC,1.1,0.9,1,-5,1.1,1,4,2,-4,6
O=C(N1CCOCC1)N1CCN(c2nc(-c3ccccc3)cs2)CC1,1.1,1,1,-3,1.1,1,-12,2,-5,0
COc1ccc(C(=O)NCC(=O)N2CCCCC2)cc1OC,0.9,0.9,0.9,3,1,1,-6,7,-7,6
CCC(=O)Nc1ccc(NC(=O)c2ccc3c(c2)OCO3)cc1,1,0.9,1,-1,1,1,-1,-1,-5,11
Cc1noc(NC(=O)c2ccccc2)c1C#N,1,0.8,0.9,-3,0.9,1,-4,8,-5,16
CCN(CC)/C(N)=N/c1nc(C)cc(C)n1,1,1,1.1,1,0.9,1,-3,-13,-1,2
CCCc1cc(=O)oc2cc(Oc3ncccn3)ccc12,1.1,1,1,-1,1,1,-8,-1,4,1
COc1ccc(C(C)=O)cc1CSc1nc2ccccc2c(=O)n1-c1ccccc1C,1,0.8,1,0,1,1,-17,-1,78*,18
CCOC(=O)C1=C(C)N=c2s/c(=C3\C(=O)Nc4ccccc43)c(=O)n2C1c1ccc2c(c1)OCO2 (configuration not stated),0.8,0.6,0.6,6,0.8,0.9,21,38,29,39
COc1ccc(-c2nc3cnccn3c2Nc2ccc3c(c2)OCO3)cc1,0.8,0.8,1,0,0.8,1,2,-2,6,25
CCN1C(=O)c2ccccc2Sc2ccc(C(=O)NCCN3CCOCC3)cc21,1,1.1,1,-5,1.1,1,-9,1,-7,-5
CCCCC(=O)Nc1cccc(C(=O)N/N=C/c2ccc(OC)cc2OC)c1,0.9,0.9,1,-3,1,1,-5,-2,100*,10
Cc1c(C#N)c2ncnc(N)c2n1-c1ccccc1,0.9,0.8,0.9,-1,0.9,1,-5,8,-1,21
C=CCC1NCCc2c(Br)cccc21 (configuration not stated),1.1,1.1,1.2,-3,1.1,1,-1,-23,6,-8
CCCC(=O)NCCc1cc(OC)c(OC)cc1Br,1,0.9,0.9,0,1,1,-19,11,-5,10
CCN(/N=C/c1ccccc1)c1cc(=O)n(C)c(=O)[nH]1,1,1,0.9,0,0.9,1,-45,6,4,4
COc1ccc(NC(=O)c2ccccc2SC)cc1,1,1,1.2,-5,1.1,1,-8,-18,-3,-4
O=C(/C(=C(\O)c1ccccc1)c1ncc[nH]1)c1ccccc1,1.1,1,1,1,1.1,1,-17,2,-9,-4

# Looked up above:
# `COc1ccc(C(=O)NCC(=O)N2CCCCC2)cc1OC` in bIAP inhibitor shows 7
# `CCOC(=O)N1CCN(CC(=O)N2c3ccccc3CCc3ccccc32)CC1` in bIAP act shows 1.1

# Next part:
SMILES,PMI act hi M6P,Diaph act CS,bIAP act,TNAP inh hi DEA,PMI act,TNAP act hi DEA,TNAP inh noacc,bIAP inhibitor,Lmaj promast,Diaph inh CS
c1ccc(Cn2nnc3cnccc32)cc1,1,1.1,0.9,4,1.1,1,-3,12,16,-12
O=C(Nc1nnc(-c2ccccc2)o1)c1cc(Cl)sc1Cl,1.2,1.1,0.8,-5,1.2,1.1,-5,20,2,-13
CCOc1ccc(NC(=O)c2cc3n(n2)C(C(F)(F)F)CC(c2ccco2)N3)cc1 (configuration not stated),0.9,0.8,0.9,-6,1,1.1,-8,10,-5,17
COC(=O)c1c(NC(NC(=O)C(C)C)C(Cl)(Cl)Cl)sc2c1CCC2 (configuration not stated),0.8,0.8,0.8,-6,0.8,1.1,-6,22,53*,24
Cc1ccc(C)c(S(=O)(=O)N2CCN(Cc3ccc(O)c4ncccc34)CC2)c1,0.8,0.7,1,-10,0.8,1.1,-44,4,100*,28
Nc1cc(C(=O)OCC(=O)NCC2CCCO2)ccc1Cl (configuration not stated),0.9,0.8,1,-5,0.9,1,-6,2,-9,17
CC(=O)c1ccc(OCC(O)CN2CCN(c3ccccn3)CC2)cc1 (configuration not stated),1,0.8,1,-2,1,1,-6,-3,5,18
O=C1c2cccc3cccc(c23)C(=O)N1CC1CCN(S(=O)(=O)c2ccc(F)cc2)CC1,1,0.8,1.1,3,0.9,1,17,-6,98*,17
COc1ccc(NC(=O)Cn2cc(C(=O)c3ccco3)c3ccccc32)cc1,0.9,0.8,0.9,-2,0.8,1,-8,9,3,23
O=c1[nH]c(SCc2nc3c(cnn3-c3ccccc3)c(=O)[nH]2)nc2ccccc12,1,1.1,1.2,-2,0.9,1,-34,-20,0,-6
COC(=O)c1ccc(CSc2nc3ccccc3s2)o1,0.9,0.9,0.9,-1,0.9,1,-3,10,-3,13
Cc1ccc(-n2c3c(c(O)c(-c4ccccc4)c2=O)C(=O)CC(C)(C)C3)cc1,1.1,1.1,1.2,-1,1,1,-3,-25,11,-7
N#Cc1cnn(CC2CCCCC2)c1N,0.9,0.8,1,-5,0.9,1,-3,-2,-8,22
Cc1ccc(S(=O)(=O)N2CCN(CC(=O)N/N=C/c3cc([N+](=O)[O-])ccc3Cl)CC2)cc1,1,0.8,0.5,3,0.9,1,-6,/,25,15
CCNC(=S)Nc1ccc2cn[nH]c2c1,0.9,0.9,1.2,0,0.8,1,-8,-19,-8,15
O=C(CNC(=O)C1CCCCC1)Nc1ccccc1Cl,1,0.9,0.9,-3,1,1,-21,13,-5,15
O=C(Nc1ccc2c(c1)CCC2)c1cnccn1,0.9,1,0.9,3,1,1,4,6,-1,0
CCn1c(Cn2nnc(-c3ccccc3)n2)nnc1SCC(=O)Nc1cccc(C(C)=O)c1,0.9,0.9,1.1,-2,1,1,15,-6,15,11
COc1ccc(-n2ccnc2SCC(=O)NCc2ccco2)c(OC)c1,0.9,0.9,1,-2,0.9,1,-4,2,-4,7
CCn1c(C(=O)Nc2ccsc2C(=O)OC)cc2sc(Cl)cc21,0.8,0.7,0.9,-7,0.9,1.1,-12,10,3,28
CCCCC(=O)NNC(=S)NC(=O)C(c1ccccc1)c1ccccc1,1.2,1.1,1.6,-3,1.2,1,-10,-64,23,-10
CCCc1cc(C(=O)OC)c(NC(=O)OCC)s1,0.8,0.8,0.9,-4,0.9,1,-9,10,-1,22
CCCCn1c(N)c(N(CC)C(=O)CSc2nnnn2-c2cc(C)ccc2C)c(=O)[nH]c1=O,1.1,1,1.1,1,1.1,1,1,-8,24,-2
CCOC(=O)Nc1sc(C)c(C)c1C(N)=O,0.8,0.8,1,0,0.8,1,-14,1,-2,24
O=C(O)CN1C(=O)CC(Cc2ccccc2)C1=O (configuration not stated),0.9,0.8,1,-3,1,1,-4,1,-3,17
# The list continues:
SMILES,PMI act hi M6P,Diaph act CS,bIAP act,TNAP inh hi DEA,PMI act,TNAP act hi DEA,TNAP inh noacc,bIAP inhibitor,Lmaj promast,Diaph inh CS
CCOC(=O)c1sc2nc3n(c(=O)c2c1C)CCC3,1,0.8,0.9,-8,1,1.1,-6,8,-4,20
CCCn1cnc2c(sc3nc4c(cc32)CSC(C)(C)C4)c1=O,0.9,0.7,1,-2,0.9,1,-8,-3,11,27
N#Cc1ccccc1Sc1ccccc1C(=O)OCc1nnc(-c2ccccc2)o1,0.9,0.8,0.9,-2,0.9,1,13,8,7,21
COc1ccc(OCCSc2nc(C)c(Cc3ccccc3)c(=O)[nH]2)cc1,1.1,1,1,0,1.2,1,-1,-4,-8,-1
COc1ccccc1NC(=O)c1ccc(-n2cccn2)c([N+](=O)[O-])c1,0.9,0.9,1,-2,0.9,1,-6,4,4,10
COc1ccc(NC(=O)CSc2cc(C(=O)c3nccn3C)c3ccccc3n2)cc1,0.8,0.8,1.3,5,0.8,1,0,-25,6,20
NC(=O)CSc1nnc(CNc2cccc(Cl)c2)n1CCc1ccccc1,0.8,0.7,1.1,-2,0.9,1,-3,-7,-1,27
CCOC(=O)CSc1nnc(-c2ccco2)n1-c1ccc(C)cc1,1,1,1,-7,0.9,1.1,-13,5,-6,5
Cc1coc(C)c1C(=O)CC1(O)C(=O)Nc2cc(Cl)cc(Cl)c21 (configuration not stated),0.8,0.8,1,0,0.9,1,13,3,19,22

# One compound at a time, from the list above. Order of screens: PMI act hi M6P | Diaph act CS | bIAP act | TNAP inh hi DEA | PMI act | TNAP act hi DEA | TNAP inh noacc | bIAP inhibitor | Lmaj promast | Diaph inh CS
# `CCOC(=O)c1sc2nc3n(c(=O)c2c1C)CCC3` across the screens: 1 | 0.8 | 0.9 | -8 | 1 | 1.1 | -6 | 8 | -4 | 20
# `COc1ccccc1NC(=O)c1ccc(-n2cccn2)c([N+](=O)[O-])c1` across the screens: 0.9 | 0.9 | 1 | -2 | 0.9 | 1 | -6 | 4 | 4 | 10
# `COc1ccc(OCCSc2nc(C)c(Cc3ccccc3)c(=O)[nH]2)cc1` across the screens: 1.1 | 1 | 1 | 0 | 1.2 | 1 | -1 | -4 | -8 | -1
